SV40 large T antigen = SV40 large T antigen inhibitors, biochemical (AID 1903); SV40 large T antigen ATPase/helicase inhibition assay; higher % means a stronger effect; inhibition, % at 20 µM; hits with a dose series show IC50 in µM; actives 0.39% (n = 310,000); in the data active = a potency from the dose series; inconclusive = inhibition mostly from about 32% at the one dose, without a potency; inactive = the rest, 99 in 100 with inhibition below about 32%; note: strong numbers were not always called active
MgcRacGAP inhibition = MgcRacGAP GTPase-activating activity inhibitors, confirmation, biochemical, ADP Hunter fluorescence | MgcRacGAP-stimulated Rac1 GTP hydrolysis, ADP Hunter fluorescence; higher % means a stronger effect; GST-tagged Rac1 F28L mutant substrate | inhibition, % at 30 µM, or IC50 in µM where a hit was titrated | actives 0.6% (n = 340,000) | AID 624330;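 active = first-screen hits whose inhibition reached a set limit at any dose in the follow-up dose series; inconclusive = inhibition above the set first-screen limit but never retested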;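 note: fluorescence reports GDP produced by GAP-driven GTP hydrolysis; strong numbers were not always called active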
RSV antiviral HEp-2 = inhibition of RSV-induced cytopathic effect – HEp-2 cells, primary 10 µM value included (AID 2391) | actives 0.13% (n = 310,000) | one-dose CPE inhibition, % at 10 µM; IC50 in µM for titrated hits | HEp-2 cells, RSV-induced CPE inhibition; higher % means a stronger effect; in the data active = a potency from the dose series; inconclusive = CPE inhibition mostly from about 23% at the one dose, without a potency; inactive = the rest, 99 in 100 with CPE inhibition below about 21%; note: strong numbers were not always called active
NS5 inhibitors = Dengue-2 NS5 methyltransferase inhibitors, primary screen, biochemical, confirmation dose response (AID 588689). Dengue-2 NS5 methyltransferase capping enzyme assay, biochemical; higher % means a stronger effect. one-dose inhibition, % at 25 µM; IC50 in µM for titrated hits. actives 0.3% (n = 340,000); in the data active = a potency from the dose series; inconclusive = inhibition above about 29% without an active follow-up result
K1F lysis inhibition = protection from phage-mediated lysis, alamar blue read-out – E. coli UTI89, K1F phage, bacterial capsule biogenesis inhibitors (AID 488966) | actives 0.02% (n = 340,000) | E. coli UTI89 K1F phage lysis, alamar blue, 2 h; higher % means a stronger effect | inhibition, % at 100 µM, or IC50 in µM where a hit was titrated;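 active = phage lysis inhibition, versus mean bacterial control, above a set limit; inconclusive = no clear call, values can overlap the other calls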;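 note: capsule biogenesis inhibitors block K1F phage lysis so surviving cells raise fluorescence; higher fluorescence means more inhibition of phage lysis; actives were called in the ten point dose series up to 300 µM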
SIAH1 antagonists = blockers of Siah-1 interaction with plectin peptide – biochemical, fluorescence polarization, rhodamine-plectin, uHTS, primary screen (AID 1817). one-dose displacement, % at 20 µM; IC50 in µM for titrated hits. Siah-1 / rhodamine-plectin peptide fluorescence polarization; higher % means a stronger effect. actives 0.02% (n = 290,000);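 active = displacement of at least 50% at 20 µM, with a fluorescence ratio check between 0.3 and a set limit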;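 note: plate controls were Siah plus tracer with DMSO for no effect and tracer alone without Siah for full effect; strong numbers were not always called active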
West Nile antiviral = West Nile virus antiviral activity, cell-based, CPE readout (AID 1621); CPE inhibition, % at 10 µM; hits with a dose series show IC50 in µM; actives 0.02% (n = 290,000); West Nile virus-infected cells, CPE inhibition; higher % means a stronger effect; in the data active = a potency from the dose series; inconclusive = CPE inhibition mostly from about 3.7% at the one dose, without a potency; inactive = the rest, 99 in 100 with CPE inhibition below about 2.2%; note: strong numbers were not always called active
NTR1 ag = NTR1-driven beta-arrestin-GFP spot formation – imaging, U2OS cells, high content, primary screen (AID 493036) | P30989 | agonist mode | activation, % at 20 µM | actives 0.17% (n = 330,000);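 active = activation at or above 40% of the spot to cytoplasm intensity ratio, with at least 20 cells analyzed; inconclusive = wells under 20 cells, flagged as cytotoxic or low count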;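 note: 0% = DMSO without peptide and 100% = 100 nM NTR1 peptide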
Target sequence (P30989 whole entry, looked up): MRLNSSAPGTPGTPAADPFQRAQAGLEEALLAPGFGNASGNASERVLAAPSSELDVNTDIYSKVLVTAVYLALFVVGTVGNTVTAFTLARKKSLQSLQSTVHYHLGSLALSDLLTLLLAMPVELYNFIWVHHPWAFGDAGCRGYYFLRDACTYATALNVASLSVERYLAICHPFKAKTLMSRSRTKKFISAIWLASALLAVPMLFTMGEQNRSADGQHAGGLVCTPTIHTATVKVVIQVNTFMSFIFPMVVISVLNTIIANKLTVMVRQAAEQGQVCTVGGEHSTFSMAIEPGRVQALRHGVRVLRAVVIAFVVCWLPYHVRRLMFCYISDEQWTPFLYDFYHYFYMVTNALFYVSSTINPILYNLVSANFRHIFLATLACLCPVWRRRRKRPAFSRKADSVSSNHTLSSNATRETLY
AID2073 = inhibitors of Mint1-CaV2.2 protein interaction, biochemical, HTRF (AID 2073). HTRF protein-protein interaction, Mint1-CaV2.2; higher % means a stronger effect. inhibition, % at 20 µM; hits with a dose series show IC50 in µM. actives 0.19% (n = 290,000); in the data active = inhibition mostly above about 51%, no sharp cut-off; inconclusive = no clear call, values can overlap the other calls; inactive = mostly below about 53%; note: some results filed as inactive read as strong as hits
NTR1 ag cell count 20 µM = second read-out of NTR1 ag, no call of its own (marks repeat the call); cell count; measured here: cell count, cytotoxicity flag
NS5 inhibitors pilot replicate = second read-out of NS5 inhibitors, no call of its own (marks repeat the call); inhibition, %; measured here: pilot screen replicate inhibition
An asterisk follows results filed as active; ? = inconclusive; . = not tested or not shown; [ ] = another dose, or the depositor's remark.

SMILES	SV40 large T antigen	MgcRacGAP inhibition	RSV antiviral HEp-2	NS5 inhibitors	K1F lysis inhibition	SIAH1 antagonists	West Nile antiviral	NTR1 ag	NTR1 ag cell count 20 µM	AID2073	others
COc1cc2cc(C(=O)Nc3ccc4c(c3)OCCO4)[nH]c2cc1OC	23.0%	-17.2%	0.8%	1.8%	-0.1%	-7.8%	1.1%	0.3	59	-13.3%
Cc1cccc(/C=C2\CCC(=C3SCCCS3)C2=O)c1	7.1%	15.8%	4.0%	11.1%	0.6%	0.4%	0.1%	15.8	39	-14.9%
O=C(Nc1ccc(Cl)cn1)C1CCCN1S(=O)(=O)c1ccc(Cl)cc1 (stereo not drawn)	16.2%	6.8%	2.9%	-1.4%	0.1%	1.1%	-0.8%	3.9	47	-2.3%
CC(C)=CCC/C(C)=C/CNC(=O)C[C@H]1C[C@H](C(=O)N2CCCCC2)[C@@]2(C)c3[nH]c4cc(CCC(=O)N(C)C)ccc4c3CCN2C1=O	.	4.4%	.	-3.6%	-0.2%	.	.	4.8	45	.	NS5 inhibitors pilot replicate=1.2
CC/C(C)=N/Oc1nc(C)cc(C)n1	7.2%	7.0%	.	-3.9%	1.9%	1.7%	0.1%	-0.6	42	20.2%
Cc1cc(C)c2nc(-c3ccccn3)cc(C(=O)Nc3cc(C)on3)c2c1	-1.1%	5.7%	1.9%	4.1%	-0.1%	-4.3%	0.0%	2.9	55	27.5%
O=C1NC(=O)c2c(NC(=O)C3CCCO3)cccc21 (stereo not drawn)	7.0%	-2.0%	-0.2%	-6.5%	-1.5%	-2.8%	0.2%	1.2	54	3.5%
CCCCNC(=S)NNC(=O)CCn1nc(C)c(Br)c1C	4.8%	7.2%	0.3%	-2.4%	0.6%	3.0%	0.5%	0.9	80	-19.7%
COc1ccc(CCN2C(=O)NC(NS(=O)(=O)c3ccccc3)(C(F)(F)F)C2=O)cc1OC (stereo not drawn)	2.4%	-0.6%	0.1%	-6.3%	0.9%	10.7%	-0.1%	-0.2	74	-1.0%
O=S1(=O)CCOC[C@H](Cc2ccccc2)N1Cc1ccc(F)cc1	-3.2%	3.5%	-2.4%	9.6%	-0.5%	.	0.4%	3.3	86	.
COc1ccccc1CNC(=O)COc1ccc2c(c1)CCC2	7.6%	-5.0%	2.3%	-11.5%	-0.1%	3.2%	-0.5%	1.7	37	-6.5%
Oc1ccc(CN2CCN(c3ccccc3)CC2)c2cccnc12	14.9%	6.7%	1.0%	-3.5%	-1.1%	8.0%	-0.1%	2.2	67	-0.5%
N#Cc1c(-c2cccs2)nc(SCC(=O)c2cccs2)[nH]c1=O	22.5%	8.0%	-0.4%	-37.5%	-0.6%	5.0%	0.1%	3.3	59	-2.7%
CC1C/C(=N\Nc2ccc(S(N)(=O)=O)cc2[N+](=O)[O-])CC(C)(C)C1 (stereo not drawn)	6.8%	6.7%	13.7%	4.5%	-1.0%[50 µM]	-7.4%	-1.7%	9.3	50	2.9%
Clc1ccc(-c2nnc3n2-c2ccccc2SC3)cc1	11.4%	8.0%	1.8%	3.9%	1.1%	15.9%	-0.2%	-1.4	49	7.6%
O=C(CCN1C(=O)c2cccc3cccc(c23)C1=O)N1CCN(c2ccccc2F)CC1	8.0%	5.6%	2.4%	2.7%	0.1%	2.2%	0.0%	-1.2	61	2.2%
CC1CN(C(=O)CNC(=O)Cc2cccc3ccccc23)CC(C)O1 (stereo not drawn)	.	2.8%	1.3%	-6.9%	1.1%[50 µM]	.	.	2.0	65	.
COC(=O)C1=C(C)OC(N)=C(C#N)C1c1c(C)nn(-c2ccccc2)c1Cl (stereo not drawn)	10.8%	2.7%	2.4%	3.2%	-0.4%	4.9%	1.1%	3.0	85	-3.0%
COc1ccc(CCN2CC(C(=O)NCC3(O)CCCCC3)CCC2=O)cc1 (stereo not drawn)	9.9%	3.4%	1.0%	-7.4%	-0.3%	0.1%	-0.3%	-0.8	62	-6.1%
CCS(=O)(=O)c1ncc(CO)n1CCc1ccccc1	3.8%	2.5%	1.1%	1.9%	0.2%	0.8%	0.1%	0.9	56	42.0%
O=C(Nc1ccc(Cl)cn1)C1CCCN1S(=O)(=O)c1ccccc1 (stereo not drawn)	-5.5%	4.1%	10.7%	-0.7%	0.0%	1.8%	-0.3%	0.9	74	-0.7%
CCN(CC)S(=O)(=O)c1cc(NC(=O)COc2ccc(C#N)cc2OC)ccc1C	9.8%	7.9%	6.1%	-5.5%	2.3%	5.3%	-0.9%	0.4	74	-0.7%
Cc1ccc(C(=O)N/C(=C\c2ccc(F)cc2)C(=O)NCc2ccncc2)cc1	13.2%	2.7%	2.8%	0.0%	1.1%[50 µM]	6.3%	-0.6%	0.0	51	18.7%
O=C1[C@H]2[C@H]3[C@H](O)[C@H](O)C/C(=N\OC[C@@H](O)COCc4ccco4)[C@@H]3CC[C@H]2C(=O)N1c1ccc(F)cc1F	1.3%	.	3.1%	.	.	-2.2%	.	1.3	58	?
CC(=O)c1ccc(NC(=S)NC(C)CCc2ccccc2)cc1 (stereo not drawn)	9.6%	5.8%	9.7%	-2.3%	-0.2%	12.7%	-1.2%	0.5	38	-9.9%

Further entries:
SMILES	SV40 large T antigen	MgcRacGAP inhibition	RSV antiviral HEp-2	NS5 inhibitors	K1F lysis inhibition	SIAH1 antagonists	West Nile antiviral	NTR1 ag	NTR1 ag cell count 20 µM	AID2073	others
CC(On1nnc2ccc(S(=O)(=O)N3CCOCC3)cc21)C(=O)Nc1ccccc1F (stereo not drawn)	16.2%	5.9%	3.5%	-5.9%	1.2%[50 µM]	.	.	0.1	75	.
CC1(C(=O)N2CC3(CC(c4cccc(NC(=O)CC(c5ccccc5)c5ccccc5)c4)=NO3)C[C@@H]2C(N)=O)CC1 (stereo partly drawn)	16.0%	8.9%	3.5%	-15.5%	2.8%	6.2%	0.9%	0.6	62	0.5%
CCOC(=O)C(C)Oc1ccc(C2NC(=O)NC(C)=C2C(=O)Nc2ccccc2C)cc1 (stereo not drawn)	13.5%	7.7%	.	-7.6%	0.3%	2.9%	-0.3%	.	.	4.0%
CCOC(=O)CSc1cc(CSc2ccccc2)nc(-c2ccccc2)n1	-1.5%	5.9%	1.1%	-6.1%	0.2%	3.7%	0.8%	1.2	53	20.1%
CC1(OC(=O)c2ccco2)C(=O)C=C2C=C(c3ccsc3)OC=C2C1=O (stereo not drawn)	?	.	0.5%	.	.	.	0.1%	0.4	106	.
CCCCNS(=O)(=O)c1ccc(NC(=O)C(Sc2ccccc2)c2ccccc2)cc1 (stereo not drawn)	-3.6%	14.7%	-0.1%	-5.5%	1.5%	-0.7%	0.3%	.	.	23.3%
COc1cc2c(cc1OC)CN(CC(=O)Nc1ccccc1SC)CC2	1.3%	-16.0%	20.0%	5.3%	-0.1%	-2.7%	-1.4%	1.7	60	-2.4%
Cc1cnc(C(=O)N2CCN(c3ccc(C(F)(F)F)cn3)CC2)cn1	4.7%	3.0%	2.0%	-4.7%	-1.5%	13.4%	-0.5%	1.7	47	7.4%
Cc1c(NC(=O)c2c(NC(=O)CNC3CC3)sc3c2CCCC3)c(=O)n(-c2ccccc2)n1C	8.1%	19.8%	0.3%	0.0%	-0.2%[50 µM]	0.5%	.	0.9	58	1.3%
O=C(COC(=O)c1ccccc1C(=O)c1ccccc1)Nc1ccc(SC(F)F)cc1	6.0%	3.9%	40.1%	2.2%	1.4%	0.8%	-1.4%	5.5	47	2.1%
Cc1ccc(-n2ncc3c(=O)[nH]c(SCC(=O)N4CCCCC4)nc32)cc1	18.1%	8.7%	0.7%	-4.2%	-1.2%	2.9%	0.0%	0.4	100	4.6%
CCOCCn1c(CN2CCN(c3ccc(OC)cc3)CC2)nc2c1c(=O)n(C)c(=O)n2C	.	18.8%	0.6%	-6.8%	2.9%	.	-0.2%	-1.0	49	.
Cc1ccnc(NC(=O)/C=C/c2ccccc2Cl)c1	26.5%	10.6%	1.2%	-7.1%	0.2%	5.4%	-1.4%	-0.9	83	2.3%
CN(Cc1ccccc1)C(=O)c1ccccc1NC(=O)c1ccccc1	-2.2%	4.2%	-0.7%	-3.2%	10.3%	-1.4%	0.1%	1.1	55	-2.2%
CC(C)Oc1ccc(S(=O)(=O)N2CCOCC2)cc1NC(=O)C(C)Oc1ccc(F)cc1 (stereo not drawn)	9.5%	3.5%	-0.9%	-0.7%	0.1%	.	.	1.8	63	.
CC(C)c1ccc(S(=O)(=O)Nc2ccc3c(c2)OCO3)cc1	.	-3.4%	.	-9.8%	-1.1%[50 µM]	.	.	1.2	68	.
O=C(Nc1ccc(NC(=O)c2cccs2)cn1)c1ccccc1	3.5%	5.1%	3.5%	-7.3%	0.3%	9.2%	1.0%	0.5	99	-2.3%
O=C1C2C3c4ccccc4C(c4ccccc43)[C@@H]2c2nc3ccccc3n21 (stereo partly drawn)	-1.3%	0.7%	0.3%	-2.1%	0.3%	2.7%	0.0%	2.1	49	0.6%
COc1ccc(NC(=O)NC2(C(=O)N3CCCC(C)C3)CCCCC2)cc1 (stereo not drawn)	-1.0%	6.6%	2.3%	-2.4%	0.2%	15.8%	-1.9%	0.1	45	-7.8%
COc1ccc(CNC(=O)N2CCN(c3cccc(C)c3C)CC2)cc1OC	9.7%	6.3%	15.2%	3.3%	0.0%	1.9%	-1.0%	-0.9	45	0.1%
O=S(=O)(NCC1CCN(c2ccc(S(=O)(=O)N3CCOCC3)cc2)CC1)c1ccccc1	.	6.2%	.	-9.1%	0.1%	-0.6%	0.1%	0.5	39	12.3%
CCCOc1ccc(C(=O)N2CC3(CC(c4cccc(NC(=O)[C@@H]5CCC(=O)N5)c4)=NO3)C[C@H]2C(=O)NC2(C(N)=O)CC2)cc1 (stereo partly drawn)	26.8%	9.9%	2.5%	-2.4%	-0.2%	4.0%	0.1%	-0.7	79	3.6%
COCCn1c(-c2cccs2)csc1=Nc1cccnc1	4.3%	1.9%	4.3%	5.5%	0.1%	2.5%	-1.1%	-0.7	29	30.8%

A draw from above in order of SMILES length, lowest first:
SMILES	SV40 large T antigen	MgcRacGAP inhibition	RSV antiviral HEp-2	NS5 inhibitors	K1F lysis inhibition	SIAH1 antagonists	West Nile antiviral	NTR1 ag	NTR1 ag cell count 20 µM	AID2073	others
O=C(Nc1ccc(NC(=O)c2cccs2)cn1)c1ccccc1	3.5%	5.1%	3.5%	-7.3%	0.3%	9.2%	1.0%	0.5	99	-2.3%
CC(C)c1ccc(S(=O)(=O)Nc2ccc3c(c2)OCO3)cc1	.	-3.4%	.	-9.8%	-1.1%[50 µM]	.	.	1.2	68	.
O=S(=O)(NCC1CCN(c2ccc(S(=O)(=O)N3CCOCC3)cc2)CC1)c1ccccc1	.	6.2%	.	-9.1%	0.1%	-0.6%	0.1%	0.5	39	12.3%

High-throughput results as filed in PubChem.
